# Source: PubChem BioAssay
# EBI2 block: antagonists of human EBI2 receptor; EBI2 beta-arrestin recruitment, luminescence, 7a,25-OHC stimulated; inhibition, % at 5 µM; actives 0.81% (n = 360,000); in the data active = inhibition above about 38%;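 also: enzyme fragment complementation signal reports receptor beta-arrestin coupling in cells; 0% = agonist plus DMSO wells and 100% = wells without agonist; some results beyond the cut were filed as inactive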
# CCR6 antag: blocks CCL20-driven beta-arrestin recruitment at human CCR6; P51684; CHO-K1 CCR6 PathHunter beta-arrestin, luminescence, CCL20-stimulated; inhibition, % at 20 µM; actives 0.49% (n = 340,000); AID 493098;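 active = compounds whose inhibition of the agonist-driven luminescence signal at 20 µM reaches about 50%, limit read from the data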;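 also: cells stimulated with CCL20 at 14 nM final; plate controls were DMSO with CCL20 for no effect and DMSO without agonist for full effect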
# Target sequence (P51684 whole entry, looked up): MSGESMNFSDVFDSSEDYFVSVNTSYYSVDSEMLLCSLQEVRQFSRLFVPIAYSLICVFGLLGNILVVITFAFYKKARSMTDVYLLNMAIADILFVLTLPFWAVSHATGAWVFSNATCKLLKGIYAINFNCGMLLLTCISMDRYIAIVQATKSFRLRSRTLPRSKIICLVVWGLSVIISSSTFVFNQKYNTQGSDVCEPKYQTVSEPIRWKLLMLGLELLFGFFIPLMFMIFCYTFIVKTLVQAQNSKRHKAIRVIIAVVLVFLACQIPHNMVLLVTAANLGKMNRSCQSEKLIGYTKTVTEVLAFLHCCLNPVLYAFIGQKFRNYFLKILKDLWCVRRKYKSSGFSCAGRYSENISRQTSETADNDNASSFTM
# 697 NFkB inh: inhibitors of the PMA/ionomycin-induced NF-kB reporter in 697 B cells | inhibition, % at 4 µM | AID 435022 | actives 0.33% (n = 330,000) | 697 B-cell NF-kB luciferase reporter, 16 h; in the data active = inhibition above about 35%
# Apaf-1 inh: human Apaf-1 inhibition. actives 0.71% (n = 330,000). inhibition, % at 20 µM. reconstituted apoptosome caspase-3 activity, DEVD-Rh110 fluorescence; active = inhibition of at least 40% at 20 µM;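 also: plate controls were DMSO wells for no effect and DEVD-CHO caspase inhibitor wells for full effect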
#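 Material: reconstituted apoptosome with Apaf-1, cytochrome c, caspase-9, procaspase-3, dATP / Buffer or medium: pH 7.5 Hepes buffer with CHAPS, BSA, DTT / Also added: cytochrome c with DEVD-Rh110 / Schedule: compound with Apaf-1, dATP, procaspase-3 30 min, then 50 min reaction, room temperature / Technique: rhodamine 110 fluorescence at Ex 480/Em 540 nm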
# SENP8 block: inhibitors of human SENP8 protease; purified SENP8, Z-RLRGG-aminoluciferin cleavage, luminescence; inhibition, % at 10 µM; Q96LD8; actives 1.2% (n = 330,000)
# Target sequence (Q96LD8 whole entry, looked up): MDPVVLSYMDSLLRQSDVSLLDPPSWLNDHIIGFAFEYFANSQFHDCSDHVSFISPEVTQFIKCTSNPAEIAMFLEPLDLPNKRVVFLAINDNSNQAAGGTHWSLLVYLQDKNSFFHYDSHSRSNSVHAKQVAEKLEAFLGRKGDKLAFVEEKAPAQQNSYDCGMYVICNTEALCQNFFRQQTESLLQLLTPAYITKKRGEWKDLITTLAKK
# UBC13 polyUb: human UBC13 polyubiquitination inhibition; inhibition, % at 20 µM; actives 0.47% (n = 330,000); UBC13 polyubiquitin chain formation, TR-FRET; P61088; in the data active = inhibition above about 45%, passing the limit was not always enough
# Target sequence (P61088 whole entry, looked up): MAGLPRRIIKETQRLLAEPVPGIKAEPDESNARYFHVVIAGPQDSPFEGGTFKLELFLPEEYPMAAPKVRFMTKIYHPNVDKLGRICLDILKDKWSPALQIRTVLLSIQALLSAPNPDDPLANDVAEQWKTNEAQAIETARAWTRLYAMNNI
# Gli-Sufu block: Gli-Sufu pathway antagonism; Sufu-KO-LIGHT fibroblasts, Gli luciferase reporter luminescence; inhibition, % at 5 µM; actives 0.74% (n = 340,000); AID 588413;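 active = inhibition above about 55%, limit read from the data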;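 also: 0% = DMSO-treated cells and 100% = wells with medium but no cells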
# Jurkat NFkB inh: inhibitors of the PMA/ionomycin-induced NF-kB reporter in Jurkat cells. PMA/ionomycin-induced NF-kB luciferase reporter, luminescence. inhibition, % at 4 µM. actives 0.53% (n = 330,000). AID 435003
# An asterisk follows results filed as active; / = no result given. Rule as the data show it, unless noted: active = inhibition above about 50%; inactive = the rest. Only part of the results is shown; rates above refer to the full screens.
SMILES,EBI2 block,CCR6 antag,697 NFkB inh,Apaf-1 inh,SENP8 block,UBC13 polyUb,Gli-Sufu block,Jurkat NFkB inh
O=C(CCc1nnc(CCCc2ccccc2)o1)NCCc1ccccc1,-5,14,-28,11,3,3,3,-16
S=C(NCc1cccnc1)Nc1cccc2ccccc12,1,2,1,-3,-3,3,-1,6
COc1ccc(CC(=O)OCC(=O)N2N=C(c3ccccc3)CC2c2ccc(OC)cc2)cc1 (stereo not given),21,17,-7,15,-6,3,-5,-14
CCCN1C(=O)c2ccc(C(=O)NCc3ccco3)cc2C1=O,-14,-28,8,-1,-10,-12,/,-3
CC1CCCN(C2(O)C(=O)Nc3ccc([N+](=O)[O-])cc32)C1 (stereo not given),-3,-2,9,-4,5,-8,2,0
CCC(NC(=O)Nc1nnc(C(F)(F)F)s1)(C(F)(F)F)C(F)(F)F,-18,-6,-117,-1,1,-2,-4,20
COc1ccc(C(=O)O)cc1S(=O)(=O)NCc1cccnc1,-4,5,2,-2,2,4,6,-4
CC(=O)c1cc2ccccc2oc1=O,6,0,6,-11,-1,-7,-25,13
Cc1cc(C)n(CCNCc2c(C(=O)N3C[C@@H](C)O[C@@H](C)C3)nc3ccc(Cl)cn23)n1,-2,-2,10,-3,4,-1,-1,-8
Cc1ccc2oc(=O)c3cc(C(=O)NCCCN4CCCC(C)C4)sc3c2c1 (stereo not given),4,27,-14,19,3,13,19,-3
COc1ccc(C2(c3ccc(OC)cc3)NC(=O)N(CC(=O)Nc3ccc(C(N)=O)cc3)C2=O)cc1,11,8,8,20,-7,9,-6,10
O=C(O)CC(Cc1ccccc1)C(=O)NCC12CC3CC(CC(C3)C1)C2 (stereo not given),-5,11,11,4,-6,-2,5,23
Cc1cccc(CCNC(=O)CCCOc2cc(=O)n(C)c3ccccc23)c1,11,-9,21,-17,4,30,5,11
O=C(OCC(=O)N1CCc2ccccc21)c1n[nH]c(=O)c2ccccc12,14,12,13,-6,2,3,5,4
Cc1cc(/C=N/NC(=O)C(=O)N2CCCC2)c(C)n1-c1cccc(Br)c1,3,5,-39,19,4,-9,-5,-14
CN(CC(=O)Nc1ccc(F)cc1)C(=O)CSc1ccc2c(c1)OCCO2,2,-4,14,-6,5,-1,-1,0
CCOC(=O)Cc1cc(=O)n2[nH]c(C)c(C#N)c2n1,-10,-2,2,-7,-5,-12,7,10
CCSc1nnc(SCC(=O)N2CCN(C(=O)c3ccco3)CC2)s1,-3,2,3,-2,10,-1,-5,-1
COCc1nnc(NC(=O)C2CCN(C(=O)c3ccco3)CC2)s1,0,2,6,10,8,0,-23,-18
Cc1ccccc1Cn1cc(S(=O)(=O)CC(=O)N2CCCCC2)c2ccccc21,21,15,8,7,-3,0,9,3
C/C(=C\COc1cc(=O)[nH]c2ccccc12)CCC(O)C(C)(C)O (stereo not given),-10,1,13,-1,-1,-4,-6,-18
COc1ccc(/C=N/NC(=O)c2cccc3ccccc23)c(OC)c1OC,-2,0,6,2,-10,-4,-5,33
NC(=O)COc1ccc(/C=N/NC(=O)C2CCCN2S(=O)(=O)c2ccc(Cl)cc2)cc1 (stereo not given),4,4,2,-4,-6,6,-2,6
CCC(C)C(NC(=O)[C@@H](NC(=O)c1ccccc1F)C(C)C)C(=O)OC (stereo not given in full),6,11,-20,16,-6,-7,-2,-5
Cc1ccc(CN2C(=O)[C@@H]3Cc4c([nH]c5ccccc45)C(C)(C)N3C2=O)cc1,14,-1,10,18,-5,21,0,7

# A different layout for 3 compounds above:
structure | EBI2 block | CCR6 antag | 697 NFkB inh | Apaf-1 inh | SENP8 block | UBC13 polyUb | Gli-Sufu block | Jurkat NFkB inh
CCC(C)C(NC(=O)[C@@H](NC(=O)c1ccccc1F)C(C)C)C(=O)OC (stereo not given in full) | 6 | 11 | -20 | 16 | -6 | -7 | -2 | -5
S=C(NCc1cccnc1)Nc1cccc2ccccc12 | 1 | 2 | 1 | -3 | -3 | 3 | -1 | 6
CC1CCCN(C2(O)C(=O)Nc3ccc([N+](=O)[O-])cc32)C1 (stereo not given) | -3 | -2 | 9 | -4 | 5 | -8 | 2 | 0

# Remaining list, next part:
SMILES,EBI2 block,CCR6 antag,697 NFkB inh,Apaf-1 inh,SENP8 block,UBC13 polyUb,Gli-Sufu block,Jurkat NFkB inh
Cc1[nH]c(=O)nc(SCc2cccc(Cl)c2)c1C#N,-6,30,11,2,10,3,-13,0
O=C(Nc1ccc2oc(=O)ccc2c1)c1cccnc1Cl,-8,-18,-9,18,-10,-5,-42,-28
COC(=O)CC(NC(=S)NC(=O)c1ccccc1)c1ccc(Br)cc1 (stereo not given),8,25,10,18,3,1,6,5
Cc1n[nH]c(C)c1S(=O)(=O)N1CCc2ccccc2C1,-1,10,-2,3,1,-2,2,-15
Fc1ccccc1COc1ccc(C(=S)N2CCCC2)cc1,5,21,-38,-3,64*,4,-20,-48
C=CCOc1ccc(CN(C)C(=O)CN2C(=O)c3ccccc3C2=O)cc1,-6,10,15,4,-10,1,13,10
COCCCNC(=S)N/N=C/c1ccc2ccccc2c1,-13,14,-4,0,0,4,0,0
Cc1cc(C)c(NC(=O)CS)c(Cl)c1,10,15,5,-8,-1,11,0,-9
O=C1/C(=C/c2cccc(Br)c2)SC(=S)N1/N=C/c1cc([N+](=O)[O-])ccc1O,4,35,5,-18,-4,10,6,18
CCC1CCC(N2CCN(c3ccc([N+](=O)[O-])cc3)CC2)CC1 (stereo not given),-9,11,-32,11,-9,-8,39,29
C[C@H]1COC(=O)[C@H](NC(=O)OCC2c3ccccc3-c3ccccc32)C/C=C\C[C@H](CC(=O)N(CCO)Cc2ccccc2)C(=O)N1,6,18,-3,31,-4,16,38,-7
O=C(NCc1cccnc1)c1cc(C(=O)C2CC2)c[nH]1,-5,6,22,-20,-3,12,33,4
CC(=O)N1CCN(c2ccc(NCc3ccccc3)cc2)CC1,-8,11,7,4,-1,-2,1,-8
Cc1cc(NC(=O)CSc2nnc(C(C)N(C)C)n2-c2ccc(F)cc2)no1 (stereo not given),-4,5,20,-6,9,2,45,16
Cc1cc(Cc2ccc(N)c(C)c2)ccc1N,1,2,-10,-7,-9,-8,-7,-11
CCCCn1c(N)c(N(CCOC)C(=O)c2cc3ccccc3cc2OC)c(=O)[nH]c1=O,6,8,-4,5,-3,-3,-1,4
COc1ccc(C=Nc2cccc3ncccc23)cc1,0,0,5,-1,-1,1,3,14
C=CCN=C1NN=C(c2ccc3c(c2)OCCO3)CS1,6,33,-126,5,-4,-4,28,-71
O=C(O)/C=C/c1ccccc1Oc1ccc(Cl)cc1Cl,4,-4,17,-3,2,-2,-7,2
COc1ccccc1Cn1c(-c2ccco2)nc2nc3ccccc3nc21,1,16,-18,9,-10,16,-3,-16
CC(=O)Nc1cc(C(F)(F)F)ccc1OCCOc1ccccc1,9,9,-20,4,-6,-11,6,-33
COc1ccc(OCCNC(=O)CSc2ccc(C(F)(F)F)cc2[N+](=O)[O-])cc1,19,1,-11,0,2,-8,2,-11
Cc1ccc(CSc2nnc(-c3ccncc3)o2)c(C)c1,9,-4,-14,16,-12,-6,-1,-6
CC(=O)c1cccc(CN2CCC(n3nccc3NC(=O)CCOc3ccccc3)CC2)c1,-3,4,-4,9,-6,-3,15,13
COc1cc(/C=C/C(=O)NCC2CCCCC2)cc(OC)c1OC,52*,4,3,12,-6,2,-1,-22

# Quoted at random: 5 entries already listed, in no set order.
SMILES,EBI2 block,CCR6 antag,697 NFkB inh,Apaf-1 inh,SENP8 block,UBC13 polyUb,Gli-Sufu block,Jurkat NFkB inh
Cc1cc(NC(=O)CSc2nnc(C(C)N(C)C)n2-c2ccc(F)cc2)no1 (stereo not given),-4,5,20,-6,9,2,45,16
Cc1cc(C)c(NC(=O)CS)c(Cl)c1,10,15,5,-8,-1,11,0,-9
Cc1[nH]c(=O)nc(SCc2cccc(Cl)c2)c1C#N,-6,30,11,2,10,3,-13,0
CC(=O)c1cccc(CN2CCC(n3nccc3NC(=O)CCOc3ccccc3)CC2)c1,-3,4,-4,9,-6,-3,15,13
CC(=O)N1CCN(c2ccc(NCc3ccccc3)cc2)CC1,-8,11,7,4,-1,-2,1,-8

# 3 compounds from above, sorted by molecular weight, rising:
SMILES,EBI2 block,CCR6 antag,697 NFkB inh,Apaf-1 inh,SENP8 block,UBC13 polyUb,Gli-Sufu block,Jurkat NFkB inh
Cc1cc(Cc2ccc(N)c(C)c2)ccc1N,1,2,-10,-7,-9,-8,-7,-11
Cc1cc(NC(=O)CSc2nnc(C(C)N(C)C)n2-c2ccc(F)cc2)no1 (stereo not given),-4,5,20,-6,9,2,45,16
O=C1/C(=C/c2cccc(Br)c2)SC(=S)N1/N=C/c1cc([N+](=O)[O-])ccc1O,4,35,5,-18,-4,10,6,18

# (continued)
SMILES,EBI2 block,CCR6 antag,697 NFkB inh,Apaf-1 inh,SENP8 block,UBC13 polyUb,Gli-Sufu block,Jurkat NFkB inh
COc1ccc(C(=O)N=c2sc3ccccc3n2C)cc1OC,-7,2,-59,9,10,10,-61,-88
CC1(C)Oc2ccc(C(=O)Nc3ccccc3F)cc2N(CC(=O)N2CCOCC2)C1=O,-8,5,5,1,-4,5,-10,6
Cc1sc2nc(CN3CCOCC3)nc(N3CCC(C(N)=O)CC3)c2c1C,-7,11,8,4,1,2,6,6
CCOc1ccc(OCCC(=O)N(CC)CC(=O)Nc2c(F)cccc2F)cc1,-4,7,-1,-16,-2,2,-5,-2
O=C(O)CCc1nn2c3ccccc3nc2n(CCN2CCCCC2)c1=O,1,3,17,6,-2,6,-8,-14
C(=N\N1CCN(c2ccccn2)CC1)/c1ccco1,-7,8,-1,4,-8,-5,-9,-11
Oc1ccc(CNc2ccccc2O)cc1,-5,-1,-21,6,2,-11,3,-4
COc1cccc(-c2ccc(NC(=O)C3CCCN(Cc4nccn4C)C3)cc2)c1 (stereo not given),-15,21,-66,9,-11,2,9,-21
CNc1nc(OCC#N)nc(N2CCCCC2)n1,-9,7,9,-14,1,5,-5,-4
COc1ccc(-c2c/c(=N\c3nc(-c4ccccc4)c(C)s3)c3ccccc3o2)cc1O,-26,31,-52,0,-8,-143,31,19
O=C(c1cnn2c(C(F)(F)F)cc(-c3ccco3)nc12)N1CCCc2ccccc21,8,9,7,-5,-10,-8,-5,-10
COc1ccc(-c2noc(CN(C(=O)c3c(-c4ccccc4Cl)noc3C)C(C)C)n2)cc1,2,-5,8,18,0,3,-3,-22
CCOC(=O)/C(=C\c1cccnc1)C(=O)c1cc(C(C)=O)c(Nc2ccccc2)s1,81*,100*,-8,27,-6,-11,60*,16
CCc1ccccc1NC(=O)CSc1nc(C)c(C)o1,-10,4,-4,7,5,-5,0,2
COc1ccc2c(C)cc3nnnn3c2c1,-3,12,3,1,3,10,51,0
CC(=O)C1=C(O)C(=O)N(CCCn2ccnc2)C1c1ccc(C)cc1 (stereo not given),-14,-6,6,9,6,-10,2,12
CC(C)CNC(=O)COC(=O)c1ccc2c(c1)C(=O)N(Cc1ccco1)C2=O,5,10,11,2,4,4,-15,15

# A few values from above:
# SENP8 block, O=C(O)CCc1nn2c3ccccc3nc2n(CCN2CCCCC2)c1=O is entered as -2
# EBI2 block, CC(=O)C1=C(O)C(=O)N(CCCn2ccnc2)C1c1ccc(C)cc1 (stereo not given) is entered as -14
# EBI2 block, COc1ccc(-c2c/c(=N\c3nc(-c4ccccc4)c(C)s3)c3ccccc3o2)cc1O is entered as -26
